# Source: PubChem BioAssay (several laboratories)
# Hep lipid drop: inhibitors of hepatocyte lipid droplet formation, primary screen, imaging, high-throughput imaging, BODIPY stain. actives 0.4% (n = 240,000). inhibition, % at 6.5 µM. AML12 mouse hepatocytes, oleate lipid droplets. AID 1656, 2009;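 active = lipid droplet intensity inhibited by at least 50%, with more than 500 cells counted; inconclusive = wells with under 300 cells, treated as cytotoxic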
#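 Technique: fluorescence imaging, 20x objective, two fields per well / Assay system: AML12 hepatocytes (mouse) / Measure: % inhibition of lipid droplet signal / Doses: 6.5 µM single-point dosing / Incubation: overnight exposure / Reagent: 100 µM oleic acid challenge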
# bCat nuc transl: modulators of beta-catenin nuclear translocation, primary screen, imaging, HeLa cells, immunofluorescence, high-content | nuclear translocation activity, % at 5 µM | AID 1665, 2009 | actives 0.3% (n = 190,000);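 active = nuclear translocation activity above 50% at 5 µM, with a well cell count of 50 or more; inconclusive = wells under 50 cells across six images, flagged as toxic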;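 note: per-cell ratio of nuclear to cytoplasmic median beta-catenin stain intensity; plate controls were DMSO negative control for no effect and GSK-3 inhibitor IX positive control for full effect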
#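 System: HeLa cells, endogenous beta-catenin; compound dosing: 5 µM primary single dose, 0.1% DMSO, 0.02–20 µM confirmation series; incubation: 24 h compound exposure at 37°C, 5% CO2; signal: beta-catenin immunofluorescence imaging with DAPI; evaluation: % activation, nuclear-to-cytoplasmic median beta-catenin signal ratio per cell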
# T cell HTS: modulators of CD8 T cell-vesicle binding, primary screen, mouse 2C CD8+ T cells, flow cytometry; 2C CD8+ T cell-vesicle binding; active compounds read low; calls only at 7 µM; actives 0.068% (n = 330,000); AID 2052, 2009;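 active = response, share of CD8 T cells binding vesicles, and their 90th percentile fluorescence all below set limits, cut at about 80% in these data, passing the limit was not always enough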
#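 Material: murine 2C transgenic CD8+ T lymphocytes / Also added: QL9-peptide-loaded Drosophila micro-vesicles bearing Ld, ICAM-1 and B7-1 / Schedule: binding step 1.5 h, 37 °C, antibody labelling 20 min, ice / Signal: flow cytometry, PE anti-B7-1 (FL2) versus Alexa647 anti-CD8 (FL8), PFA-fixed / Evaluation: percent CD8+ FL2 mean versus row control / Benchmarks: naked versus QL9-loaded vesicles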
# human PMI inhibition: inhibitors of human PMI, primary screen, biochemical, fluorescence intensity, coupled assay (AID 1209); purified PMI enzyme, coupled fluorescence intensity; higher % means a stronger effect; actives 0.42% (n = 190,000); inhibition, % at 20 µM; hits with a dose series show IC50 in µM; Mannose-6-phosphate isomerase (Homo sapiens); in the data active = inhibition above about 50%;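 note: plate controls were DMSO vehicle for no effect and wells lacking substrate for full effect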
# Myeloid diff 2: induction of myeloid progenitor differentiation, primary screen, cell-based, flow cytometry, MLPCN library. ER-HoxA9 myeloid progenitors, lysozyme-GFP differentiation. calls only at 10 µM. actives 1% (n = 360,000). AID 624256, 2012;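 active = normalized GFP-positive differentiation at or above the plate's own cutoff, the solvent-only control mean plus 3 SD; inconclusive = no clear call, values can overlap the other calls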;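 note: cells exposed to compound for four days before flow analysis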
# MT stabilizer: microtubule stabilizers in HeLa cells, primary screen, imaging, high-content imaging; actives 0.83% (n = 200,000); HeLa tubulin immunostaining HCS, 24 h; share of cells brighter than vehicle mean+2SD; % tubulin-high responders, % at 10 µM; AID 2205, 2009;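 active = plate Z-score above 3 for both tubulin-high and condensed-nucleus cell shares, with cell loss under 80%, at 10 µM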;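 note: anti alpha tubulin signal scored within the nucleus-defined area of each cell; some results filed as inactive read as strong as hits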
# TNAP activators: human TNAP enzyme activators, primary screen, biochemical, luminescent, no phosphate acceptor, uHTS (AID 1001) | Alkaline phosphatase, tissue-nonspecific isozyme (Homo sapiens) | purified TNAP, luminescent activation assay, no phosphate acceptor; higher activation fold means a stronger effect | activation fold at 20 µM, or EC50 in µM where a hit was titrated | actives 0.03% (n = 200,000); in the data active = activation fold from about 3, or a potency from the dose series; inactive = the rest, 99 in 100 with activation fold below about 1.6; note: many of its hits are not listed in these tables
# Insulin prom up: insulin promoter activators in MIN6 cells, imaging, high-content screening, mouse beta cells; MIN6 insulin promoter-GFP reporter; active compounds read high; z-score at 5 µM; actives 0.3% (n = 190,000);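 active = z-score above 3 at 5 µM with at least 500 cells counted in the well; inconclusive = wells under 500 cells, flagged as cytotoxic or low count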
# Dynein transport: inhibitors of GR-EGFP nuclear translocation, primary screen, dynein cargo transport inhibitor project, imaging, high-content, 3617.4 mouse cells | test concentration mostly 20 µM; stimulated with dexamethasone, 1 µM; active compounds read low | z-score, hits read low | actives 0.47% (n = 220,000) | AID 1381, 2008;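 active = plate z-score of nuclear minus cytoplasmic receptor signal below a set negative limit, without overly bright fluorescence or cell loss, cut at about -3.5 in these data, passing the limit was not always enough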;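 note: z-score of nuclear minus cytoplasmic ring GR-EGFP intensity difference per well; some compounds called inactive have numbers as strong as hits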
#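 Also added – dexamethasone, 1.0 µM final · Buffer or medium – tet-free, stripped-serum medium · Schedule – induction 48 h, compound 1 h, agonist 30 min · Detection – formaldehyde fixation, Hoechst nuclear stain, 10x automated fluorescence imaging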
# Dynein transport cytoplasmic EGFP: recorded beside Dynein transport, whose call it bears; z-score; measured here: cytoplasmic GR-EGFP intensity; active compounds read high
# Dynein transport nuclear GR-EGFP: recorded beside Dynein transport, whose call it bears; z-score; measured here: nuclear GR-EGFP intensity;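 lower value marks the stronger effect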
# Dynein transport cell count: also measured in Dynein transport; calls as there; z-score; measured here: cell count per field
# Insulin prom up cell count: recorded beside Insulin prom up, whose call it bears; cell count; measured here: cytotoxicity, nuclei count;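 total cells summed across four imaged fields per well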
# Hep lipid drop cells 6.5 µM: recorded beside Hep lipid drop, whose call it bears; cell count; measured here: cell count, cytotoxicity flag;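 cells counted across two imaged fields per well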
# bCat nuc transl cell count 5 µM: recorded beside bCat nuc transl, whose call it bears; cell count; measured here: cell count, cytotoxicity flag
# T cell HTS vesicle-bound %: also measured in T cell HTS; calls as there; double positive events, %; measured here: CD8+ vesicle-bound cell fraction;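 binding gate set so that unloaded-vesicle control wells show 10% double positive cells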
# MT stabilizer Hoechst-high %: second read-out of MT stabilizer, no call of its own (marks repeat the call); % Hoechst-high responders; measured here: nuclear condensation Hoechst responders;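 share of cells brighter than vehicle mean plus two SD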
# MT stabilizer cytotoxicity %: further read-out of MT stabilizer, marked with its call; toxicity, %; measured here: cytotoxicity by cell density;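 0% = mean cell density of plate MIN control wells and 100% = no cells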
# Myeloid diff 2 GFP+ MAC1+ %: recorded beside Myeloid diff 2, whose call it bears; GFP+ MAC1+ double positive, %; measured here: differentiation confirmed by MAC1 staining
# The depositor's hits bear a star; i = inactive; ? = inconclusive; . = no result given.
SMILES,Hep lipid drop,Hep lipid drop cells 6.5 µM,bCat nuc transl,bCat nuc transl cell count 5 µM,T cell HTS,T cell HTS vesicle-bound %,human PMI inhibition,Myeloid diff 2,Myeloid diff 2 GFP+ MAC1+ %,MT stabilizer,MT stabilizer Hoechst-high %,MT stabilizer cytotoxicity %,TNAP activators,Insulin prom up,Insulin prom up cell count,Dynein transport,Dynein transport cytoplasmic EGFP,Dynein transport nuclear GR-EGFP,Dynein transport cell count
O=C(O)C1CCCN(S(=O)(=O)c2cccs2)C1 (stereo not drawn),2,761,-2.5,1347,i,10,-6%,i,0.7,5.1,1.6,4.6,1.1,0.69,1198,0.76,-0.2,0.29,-0.48
COc1ccc(-c2cnnn2-c2ccc(NC(=O)c3ccc(S(=O)(=O)N4CCCCC4)cc3)cc2)cc1OC,-1,627,2.8,872,i,24,-3%,?,.,1.8,2.2,15,1.1,-1.8,1054,-1.2,-0.23,-0.22,0.95
C(=C\c1nc(N2CCCCCC2)c2ccccc2n1)/c1ccccc1,-6,665,5.1,978,i,30,12%,i,0.7,4.3,2.6,3.8,1.1,?,.,0.37,-0.13,0.31,-0.002
Cc1nnc2n(c1=O)N=C(c1ccc(Cl)cc1)CS2,8,617,-3.0,1107,i,8,8%,i,0.7,1.3,2.9,3.9,1.1,-0.27,1549,-0.048,-0.23,0.2,0.33
CNC(=O)c1sc(-c2ccccn2)nc1C,2,723,1.1,1101,i,56,-14%,i,0.8,1.5,1.2,1.0,1.1,-0.3,1101,0.68,-0.19,0.37,-0.8
COC(=O)Cn1c2ccc(F)cc2c2nc(C)sc21,.,.,-3.1,882,i,21,4%,i,2.1,2.6,2.0,8.1,1,0.18,1380,1.5,-0.15,0.77,-0.49
CC(=O)C1=C(O)CCC1=N,.,.,-1.7,910,i,40,0%,i,0.5,3.3,2.4,4.5,1.2,0.45,1336,0.33,-0.21,0.47,0.6
O=C(O)c1ccc(N2C(=O)CC(N3CCC(c4nc5ccccc5[nH]4)CC3)C2=O)cc1 (stereo not drawn),20,743,-0.3,1114,i,2,-5%,i,0.1,2.3,4.1,7.3,1.1,0.84,1180,-0.82,0.38,-0.14,0.72
Cc1ccc(S(=O)(=O)N(CCO)c2cc3c(s2)CCCC3)cc1,-28,683,.,.,i,40,7%,i,0.2,1.9,1.8,3.4,1.2,.,.,-0.88,-0.29,-0.28,0.38
O=C(NNc1ccnc2cc(Cl)ccc12)C1CCCCC1,-2,676,2.9,1010,i,40,3%,i,1.9,2.0,2.2,7.3,1.1,-0.9,676,0.49,-0.27,0.76,-0.46
COc1ccc(N(C(=O)C(C)C)S(=O)(=O)c2cccc3cccnc23)cc1,-10,638,0.2,1025,i,38,-4%,i,0.6,3.4,2.3,5.9,1.2,0.05,1464,-0.95,-0.35,-0.93,1.1
Cc1cc(C)cc(NC(=O)CN2CCc3ccccc3C2)c1,.,.,-0.1,1286,i,40,7%,i,1.0,2.6,2.3,6.4,1.1,0.37,1688,-0.64,-0.23,-0.56,0.47
CC(C)c1nnc(NC(=O)CCC(=O)NCc2ccc3c(c2)OCO3)s1,20,716,.,.,i,9,8%,i,0.8,1.7,3.1,24,1.2,-0.46,1313,0.12,-0.27,0.025,0.87
Cc1c(NC(=O)c2ccc(COc3ccc4ccccc4c3)o2)c(=O)n(-c2ccccc2)n1C,.,.,-0.2,1098,i,29,-6%,i,6.9,2.9,2.5,4.7,1,-0.92,869,0.4,-0.2,0.33,-0.5
Cc1[nH]nc2c1C1(CCOC1C)C(C#N)=C(N)O2 (stereo not drawn),8,814,-6.5,1115,i,29,11%,i,7.5,3.3,1.8,4.5,1.1,0.3,1023,-0.38,-0.27,-0.38,1.1
FC(F)(F)c1ccccc1CN1CCN(C2CCCCCC2)CC1,-30,628,0.5,948,i,52,0%,i,0.0,1.5,1.8,6.7,1.2,-0.1,1317,0.49,-0.22,0.33,-0.2
CCOc1cc(C(=O)Nc2ccc(S(=O)(=O)Nc3cc(C)on3)cc2)cc(OCC)c1OCC,.,.,-2.2,1334,i,18,-8%,i,0.5,5.0,1.5,13,0.9,-0.31,1428,-0.49,-0.36,0.071,0.043
COCCNC(=O)CSc1ccc(C)cc1,.,.,1.2,714,i,39,-2%,i,0.9,1.8,2.4,4.4,1.1,0.62,1208,-0.52,-0.2,-0.058,0.69
C=CCn1c(SCc2cc(C(=O)OC)c(C)o2)nnc1-c1ccncc1,.,.,-2.8,778,i,29,1%,i,1.4,1.4,2.2,10.0,1,0.1,1194,-0.29,-0.22,-0.023,0.64
CCc1nnc(NC(=O)/C=C/c2ccc(C)o2)s1,-6,664,-0.5,1126,i,50,-3%,i,0.8,1.8,1.8,1.8,1.1,-0.33,1479,0.14,-0.25,0.14,0.26
Cc1c(-c2n[nH]c(=S)n2-c2ccc(Br)cc2)nnn1-c1ccc(Cl)cc1,2,706,-0.2,1508,.,.,22%,i,0.4,2.3,3.2,4.6,1.1,0.11,1431,0.25,-0.32,0.075,-0.5
Nc1cccc(-c2nnc3n2CCCCC3)c1,0,674,-0.8,1071,i,28,-5%,i,0.7,2.0,1.7,4.6,1,-0.07,1261,-0.46,-0.33,-0.56,0.35
CCn1c(SCc2nc3cc(OC)c(OC)cc3c(=O)[nH]2)nnc1-c1ccncc1,.,.,-5.2,950,i,15,-4%,i,1.2,1.6,1.5,4.6,1.1,0.6,1155,-0.31,-0.17,-0.21,0.7
Cc1cc2oc(C(=O)Nc3ccc(S(=O)(=O)Nc4nccs4)cc3)cc(=O)c2cc1Cl,-8,686,-1.5,1028,i,62,-1%,i,0.9,4.8,1.7,4.8,1,-0.23,1411,0.82,-0.16,0.59,0.017
NC(=O)C1CCN(C(=O)c2ccc(CS(=O)(=O)c3c(Cl)cccc3Cl)o2)CC1,.,.,-0.3,1111,i,30,-3%,i,2.5,5.0,3.2,3.3,1.2,-1.2,981,-0.73,-0.13,-0.29,0.17
COC(=O)C1(C(F)(F)F)N=C(N(C)C)OC(N(C)C)=N1,.,.,-0.9,810,i,51,-2%,i,0.7,2.6,2.1,14,1.1,-0.58,1381,-0.088,-0.21,0.3,-0.15
CC(=O)NC1=NN(C(C)=O)C(c2cccc([N+](=O)[O-])c2)S1 (stereo not drawn),-30,575,0.9,550,i,52,-10%,i,0.9,3.6,2.8,7.4,1,0.42,1301,1.8,0.027,2,-2
O=C1c2ccccc2C(=O)N1CCC(c1ccccc1)c1ccco1 (stereo not drawn),-5,761,-2.4,1178,i,40,16%,i,0.8,2.4,2.0,0.4,1.1,.,.,-0.95,0.086,-0.34,0.5
COc1ccccc1C(=O)C1CCCN(C(=O)CCn2cnnn2)C1 (stereo not drawn),20,786,0.6,1304,i,21,.,i,0.9,.,.,.,.,-0.76,1144,-0.62,-0.23,-0.36,1.2
CCCCNC(=O)C1=C(N)C(C(=O)Nc2ccc(C)c(S(=O)(=O)N3CCCCC3)c2)SC1=Nc1ccc(C)cc1C (stereo not drawn),4,783,2.0,1120,i,30,0%,i,2.8,2.2,1.4,9.0,1,-0.21,1003,-0.15,-0.2,0.35,0.82
O=[N+]([O-])c1c(NCCO)cc(Sc2nc3ccccc3s2)c2nonc12,.,.,-0.3,1442,i,51,38%,.,.,2.1,1.8,6.5,1,-0.27,1566,-3.3,3.8,-0.79,-2.2
CNC(=O)Nc1cc(C)nn1C,8,705,-0.7,1067,i,60,-5%,i,0.2,7.0,2.2,8.9,1.1,0.3,1114,-0.24,-0.28,0.11,-0.68
Cc1ccccc1CSCCC(=O)NCCc1ccccc1,-1,671,-0.5,1097,i,26,-20%,i,0.6,3.2,2.7,4.0,1,.,.,0.27,-0.31,0.28,0.22
CC1=C(C(=O)OCC2CCCO2)C(c2ccccc2)C2=C(CC(C)(C)CC2=O)N1 (stereo not drawn),-15,733,-1.8,958,i,69,0%,i,0.6,3.6,1.3,3.0,1.3,0.31,1397,-0.4,-0.27,-0.1,0.65
